Assay outcomes as filed in PubChem.
TDP1 cell noCPT = qHTS for Inhibitors of human tyrosyl-DNA phosphodiesterase 1 (TDP1): qHTS in cells in absence of CPT | Potency, µM (titrated, usually from 46.2 µM), for inactives: top-dose activity change, negative = growth inhibition, hits mostly inhibitors | DT40 Tdp1-/- hTDP1 cells, no CPT, ATP luminescence, 48 h | AID 686978, 2013 | hit rate 15% among 420,000; active means well fitted inhibition curve with a large enough effect; inconclusive means small, poorly fitted or top-dose-only effect; further: nearly all actives have a fitted effect of over 55% in size
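Seeded 400 DT40-hTDP1 cells/well (vehicle DMSO, no 20 nM CPT); pinned compounds; ≥48 hr at 37 °C; CellTiter-Glo luminescence as viability measure.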
An asterisk follows results filed as active. On the % scale 0 is the no-effect control and ±100 the full control effect; potency means the concentration at half of the fitted maximal effect. Some of the compounds tested; count on the stated rates, not on these rows.

A first look, 2 compounds:
Cc1ccc(S(=O)(=O)N2C[C@H]3[C@H]4C(=O)N(c5ccccc5)C(=O)[C@H]4CC(=O)[C@H]3[C@@H]2c2ccccc2F)cc1 was read as TDP1 cell noCPT 1%.
`CC1(C)CN(Cc2ccccc2)C(=O)[C@H]1CC(=O)Nc1ccc(Br)cc1` gave TDP1 cell noCPT 13µM*.

The whole of this part, from the start:
Cc1ccc(S(=O)(=O)N2C[C@H]3[C@H]4C(=O)N(c5ccccc5)C(=O)[C@H]4CC(=O)[C@H]3[C@@H]2c2ccccc2F)cc1 was read as TDP1 cell noCPT 1%.
`CC1(C)CN(Cc2ccccc2)C(=O)[C@H]1CC(=O)Nc1ccc(Br)cc1` gave TDP1 cell noCPT 13µM*.
O=c1[nH]cc(Cc2ccccc2)c(=O)[nH]1 was read as TDP1 cell noCPT 1%.
C[C@@H]1CN([C@H](C)CO)C(=O)CCCn2nncc2CO[C@H]1CN(C)S(=O)(=O)c1ccc(F)cc1 was read as TDP1 cell noCPT inconclusive.
For COc1ccc(C2C3=C(CC(C)(C)CC3=O)Oc3ncn4nc(-c5cccnc5)nc4c32)cc1 (centres undefined) the results were TDP1 cell noCPT 10%.
`COc1cccc(C(C)(O)c2nc(-c3ccc(F)c(Cl)c3)cs2)c1` (centres undefined) gave TDP1 cell noCPT inconclusive.
Screening O=C1Nc2cnc(Cl)nc2Nc2ccccc21 returned TDP1 cell noCPT 6%.
Cc1ccc([C@@H]2CC(=O)[C@@H]3CN(S(=O)(=O)c4ccc(C)cc4)[C@H](c4cccc(Cl)c4)C[C@@H]3N2S(=O)(=O)c2ccc(Cl)cc2)cc1 was read as TDP1 cell noCPT -25%.
COc1ccc(OCC(=O)N2CCCC(Nc3ccc(C)c(C)c3)C2)cc1 (centres undefined) was read as TDP1 cell noCPT -18%.
Screening CCOc1ccc(NC(=O)CN(C)C2=NS(=O)(=O)c3ccccc32)cc1 returned TDP1 cell noCPT -25%.
Screening CC1=C(C(=O)N(C)C)CC(CC(=O)NC2CCCCC2)C(=O)N1CCCN1CCCC1=O (centres undefined) returned TDP1 cell noCPT -7%.
`COCC1CCCN(c2nc(CN3CCN(C(=O)c4ccco4)CC3)nc3ccccc23)C1` (centres undefined) gave TDP1 cell noCPT -19%.
For CN(C(=O)c1cccc(NC(=O)Cc2ccc(NC(=O)C3CCN(C(=O)C4CCCC4)CC3)cc2)c1)C1CCCCC1 the results were TDP1 cell noCPT inconclusive.
COc1ccccc1C(O)c1ncc(-c2ccccc2C)[nH]1 (centres undefined) was read as TDP1 cell noCPT -17%.
Screening OC[C@H]1O[C@@](CO)(O[C@H]2O[C@H](CO)[C@@H](O)[C@H](O)[C@H]2O)[C@@H](O[C@H]2O[C@H](CO)[C@@H](O)[C@H](O)[C@H]2O)[C@@H]1O returned TDP1 cell noCPT 2%.
Screening CC1CCC(=NO)C(=NO)C1 (centres undefined) returned TDP1 cell noCPT -20%.
`C[N+](=O)C1C(=O)Nc2ccccc21` (centres undefined) gave TDP1 cell noCPT -13%.
`CCOC(=O)C1=CCC(c2ccc(F)cc2)N(S(=O)(=O)c2ccc(C)cc2)C1` (centres undefined) gave TDP1 cell noCPT 18µM*.
Screening CCC1CN2CCc3cc(OC)c(OC)cc3C2CC1CC1c2cc(OC)c(OC)cc2CCN1C(=O)C(Cc1c[nH]c2ccccc12)NC(=O)OC(C)(C)C (centres undefined) returned TDP1 cell noCPT 5.8µM*.
Screening CCCn1c(C)cc(C(=O)CN2C(=O)c3ccccc3C2=O)c1C returned TDP1 cell noCPT 5%.
Screening O=CNc1cc(-c2ccc(C(=O)NC3CC3)cc2)cn2c(-c3ccc(F)cc3)cnc12 returned TDP1 cell noCPT 23µM*.
CC(NC(=O)c1ccccc1Br)C1CC2CCC1C2 (centres undefined) was read as TDP1 cell noCPT -8%.
For CC(C)NC(=O)C1(C)CSCC(=O)N1Cc1cccc(F)c1 (centres undefined) the results were TDP1 cell noCPT 11%.
CC1(Cc2cccc(F)c2)C(=O)Nc2ccc(-c3cccnc3)cc21 (centres undefined) was read as TDP1 cell noCPT 10µM*.
`CC(=O)NC(c1ccc(F)c(F)c1)c1nc(-c2cccc(F)c2)cs1` (centres undefined) gave TDP1 cell noCPT -26%.
O=c1[nH]c2ccccc2n1C1CCN(CCOc2ccccc2)CC1 was read as TDP1 cell noCPT 4.1µM*.
`O=C(NCCCCc1ccccc1)c1ccc(F)cc1` gave TDP1 cell noCPT -22%.
`COc1ccc(CC(N)c2csc(Nc3cc(Oc4ccccc4)ncn3)n2)cc1` (centres undefined) gave TDP1 cell noCPT 12µM*.
CC1(c2nnc(-c3ccc(Cl)cc3)o2)CC(c2cccnc2)=NO1 (centres undefined) was read as TDP1 cell noCPT -9%.
Screening Cc1ccc(NC(=O)CN2CCN(S(=O)(=O)c3ccc4c(c3)OCCO4)CC2)c(C)c1 returned TDP1 cell noCPT inconclusive.
For Cc1cccc(-c2ccc3[nH]c4c(c3c2)CCN2C[C@@H]([C@H](C)OC(=O)Nc3ccccc3C)[C@@H](N(C)C(=O)Nc3ccccc3C)C[C@@H]42)c1 the results were TDP1 cell noCPT 26µM*.
Screening CC1(C(=O)NS(=O)(=O)c2cccc(Cl)c2)CCN1C(=O)Cc1ccc(-c2ccccc2)cc1 (centres undefined) returned TDP1 cell noCPT -13%.
Screening O=C(CS(=O)(=O)Cc1ccccc1)c1ccccc1 returned TDP1 cell noCPT -21%.
Screening CCOc1ccccc1N1CC(C(=O)Nc2cc(S(=O)(=O)N3CCOCC3)ccc2OC(C)C)CC1=O (centres undefined) returned TDP1 cell noCPT inconclusive.
CC(C)C[C@@H](COCc1ccc(Cl)cc1)N1CCN(C(=O)c2ccc(Cl)cc2Cl)CCC1=O was read as TDP1 cell noCPT 16µM*.
Cc1noc(C)c1NC(=O)N(C)C[C@@H]1Oc2ncc(Br)cc2C(=O)N([C@H](C)CO)C[C@@H]1C was read as TDP1 cell noCPT 8%.
CC1(C)CC[C@]2(C(=O)n3ccnc3)CC[C@]3(C)[C@H](C(=O)C=C4[C@@]5(C)C=C(C#N)C(=O)C(C)(C)[C@@H]5CC[C@]43C)[C@@H]2C1 was read as TDP1 cell noCPT 0.65µM*.
For CCCS(=O)(=O)NC(=O)C1(C)CCN(C(=O)c2cc(F)ccc2C)C1 (centres undefined) the results were TDP1 cell noCPT -8%.
For CN(Cc1c(F)cccc1Cl)C(=O)c1cccc(S(=O)(=O)N2CCN(Cc3ccccc3)CC2)c1 the results were TDP1 cell noCPT inconclusive.
For C=C1CCN([C@@H](Cc2ccccc2)C(=O)NCc2ccc(Cl)c(Cl)c2)S(=O)(=O)c2ccccc21 the results were TDP1 cell noCPT inconclusive.

For convenience, eleven of the compounds above.
Screening O=CNc1cc(-c2ccc(C(=O)NC3CC3)cc2)cn2c(-c3ccc(F)cc3)cnc12 returned TDP1 cell noCPT 23µM*.
CC(NC(=O)c1ccccc1Br)C1CC2CCC1C2 (centres undefined) was read as TDP1 cell noCPT -8%.
For CC(C)NC(=O)C1(C)CSCC(=O)N1Cc1cccc(F)c1 (centres undefined) the results were TDP1 cell noCPT 11%.
CC1(Cc2cccc(F)c2)C(=O)Nc2ccc(-c3cccnc3)cc21 (centres undefined) was read as TDP1 cell noCPT 10µM*.
`CC(=O)NC(c1ccc(F)c(F)c1)c1nc(-c2cccc(F)c2)cs1` (centres undefined) gave TDP1 cell noCPT -26%.
O=c1[nH]c2ccccc2n1C1CCN(CCOc2ccccc2)CC1 was read as TDP1 cell noCPT 4.1µM*.
`O=C(NCCCCc1ccccc1)c1ccc(F)cc1` gave TDP1 cell noCPT -22%.
`COc1ccc(CC(N)c2csc(Nc3cc(Oc4ccccc4)ncn3)n2)cc1` (centres undefined) gave TDP1 cell noCPT 12µM*.
CC1(c2nnc(-c3ccc(Cl)cc3)o2)CC(c2cccnc2)=NO1 (centres undefined) was read as TDP1 cell noCPT -9%.
Screening Cc1ccc(NC(=O)CN2CCN(S(=O)(=O)c3ccc4c(c3)OCCO4)CC2)c(C)c1 returned TDP1 cell noCPT inconclusive.
For Cc1cccc(-c2ccc3[nH]c4c(c3c2)CCN2C[C@@H]([C@H](C)OC(=O)Nc3ccccc3C)[C@@H](N(C)C(=O)Nc3ccccc3C)C[C@@H]42)c1 the results were TDP1 cell noCPT 26µM*.

Next entries.
O=[N+]([O-])c1ccc(Nc2nc(N3CCOCC3)nc(N3CCOCC3)n2)cc1 was read as TDP1 cell noCPT inconclusive.
`COc1cc(C(=O)N2CCN(S(=O)(=O)c3ccc(C)cc3)CC2)ccc1OCC(=O)N1CCOCC1` gave TDP1 cell noCPT -8%.
For CN(Cc1ccccc1)C(=O)[C@@H]1CCCN1C(=O)[C@@H]1CCCN1C(=O)c1cccc2ccccc12 the results were TDP1 cell noCPT 18µM*.
Screening O=C(O)C(c1ccccc1)C(O)C1CCCC1 (centres undefined) returned TDP1 cell noCPT 1%.
Screening O=C1C(=Cc2ccc(Cl)cc2)Cc2ccccc21 returned TDP1 cell noCPT -11%.
CC(=O)Nc1ccc(N=Nc2ccccc2)cc1[N+](=O)[O-] was read as TDP1 cell noCPT -21%.
`OC(c1ccc(CN2CCCCC2)cc1)c1ncc(-c2ccccc2)[nH]1` (centres undefined) gave TDP1 cell noCPT -14%.
`CCN1CCCC1CNC(=O)c1cnn(-c2nccc(-c3ccco3)n2)c1C1CC1` (centres undefined) gave TDP1 cell noCPT 3%.
`C[C@@H]1CN([C@@H](C)CO)C(=O)c2cc(-c3ccncc3)cnc2O[C@H]1CN(C)C(=O)c1cccc(F)c1` gave TDP1 cell noCPT inconclusive.
For O=C(CCC(=O)OCCOc1ccccc1)OCCOc1ccccc1 the results were TDP1 cell noCPT -7%.
Screening O=C1CCCCCC(=O)[C@H](O)C[C@H](c2ccccc2)O1 returned TDP1 cell noCPT -10%.
COc1ccc(Cl)cc1NC(=O)CN(C)C(=O)CN1C(=O)NC(C)(c2ccc3ccccc3c2)C1=O (centres undefined) was read as TDP1 cell noCPT 15µM*.
Screening COc1ccc(C[C@@H]2OC3(C=CC(=O)C=C3)O[C@H]2Cc2ccc(OC)cc2)cc1 returned TDP1 cell noCPT 0.37µM*.
`COc1cc(C(=O)NC(CCSC)C(=O)Nc2ccc(N3CCOCC3)cc2)cc(OC)c1OC` (centres undefined) gave TDP1 cell noCPT 2%.
`N#CC1(Nc2ccc(C(=O)O)cc2)CCCC1` gave TDP1 cell noCPT -7%.
CCOC1=C2[C@@H](CN(S(=O)(=O)c3ccc(C)cc3)[C@H]2c2cccc3ccccc23)[C@H]2C(=O)N(Cc3ccccc3)C(=O)[C@H]2C1 was read as TDP1 cell noCPT inconclusive.
`COCCN(C(=O)COC(=O)c1ccc(-c2ccccc2)cc1)c1c(N)n(Cc2ccccc2)c(=O)[nH]c1=O` gave TDP1 cell noCPT inconclusive.
`Cc1cccc(C)c1NC(=O)CNC(=O)c1ccc(N2CCOCC2)c([N+](=O)[O-])c1` gave TDP1 cell noCPT -16%.
`Cc1cccc(C(=O)Nc2ccc(C(=O)c3ccncc3)cc2)c1` gave TDP1 cell noCPT 15µM*.
Nc1ccc(-n2c(N)c(C(=O)NCc3ccc4c(c3)OCO4)c3nc4ccccc4nc32)cc1 was read as TDP1 cell noCPT inconclusive.
For CN1CCN(C(=O)C(=O)c2cn(CC(=O)N3CCCCCC3)c3ccccc23)CC1 the results were TDP1 cell noCPT -14%.
Screening Cc1cnc(SCCN2CCOCC2)nc1C1CCCN(C(=O)c2cccc3c(C)c(C)[nH]c23)C1 (centres undefined) returned TDP1 cell noCPT 16µM*.
CC(C)(C)CC(C)(C)NCC(O)COc1ccc2c(c1)CCC2 (centres undefined) was read as TDP1 cell noCPT 23µM*.
For Oc1ccc(C[C@H]2CNC(=S)N2CC2CCCN2C[C@H](Cc2ccccc2)N2C[C@H](Cc3ccc(O)cc3)N(CCc3ccccc3)C2=S)cc1 (some centres undefined) the results were TDP1 cell noCPT 23µM*.
CCC1(C2CCN(C(=O)c3ccc(C)c(C)c3)CC2)NC(=O)N(CCc2scnc2C)C1=O (centres undefined) was read as TDP1 cell noCPT -23%.
`CC(C)(C)c1ccc(CC(=O)N2CCC2(C)C(=O)O)cc1` (centres undefined) gave TDP1 cell noCPT -21%.
For CS(=O)(=O)N(Cc1nc2sc3c(c2c(=O)[nH]1)CCCC3)C1CCCCC1 the results were TDP1 cell noCPT 23µM*.
Cc1csc(C)[n+]1CCC1CCCCC1 was read as TDP1 cell noCPT 13µM*.
`CCCCC1CC2=C(C(=O)OC(C)(C)O2)C(c2ccc(Cl)cc2)O1` (centres undefined) gave TDP1 cell noCPT inconclusive.
O=C(Nc1ccc2c(c1)OCCO2)C(c1ccncc1)n1c(=O)c(-c2ccco2)nc2ccccc21 (centres undefined) was read as TDP1 cell noCPT inconclusive.
C#CCNC(=O)C1=C[C@@H](c2ccc(C(F)(F)F)cc2)C[C@@H](OCc2ccc(CO)cc2)O1 was read as TDP1 cell noCPT inconclusive.
For FC(F)(F)c1ccccc1Cc1c(-c2ccco2)nc2ccc(Cl)cn12 the results were TDP1 cell noCPT inconclusive.
C[C@H](CO)N1C[C@H](C)[C@@H](CN(C)S(=O)(=O)c2ccc(-n3cccn3)cc2)OCc2cn(nn2)CCCC1=O was read as TDP1 cell noCPT -11%.
Screening C#CC(C)(O)C1CC(CC(=O)O)C1(C)C (centres undefined) returned TDP1 cell noCPT -10%.
CC(C)(C)NC(=O)C(c1ccnc2ccccc12)n1c(=O)c(-c2ccccc2)nc2ccccc21 (centres undefined) was read as TDP1 cell noCPT -24%.
Screening O=S1(=O)CC(N2CCCC2)CN1C1CCCC1 (centres undefined) returned TDP1 cell noCPT 9%.
Screening CC(=O)OC[C@@H]1CN(Cc2ccccc2)C[C@H](n2cnc3c(NC(C)C)ncnc32)O1 returned TDP1 cell noCPT inconclusive.
COc1cccc(Cn2cnc(-c3ccccc3OC)c2C2CC2)c1 was read as TDP1 cell noCPT 21µM*.
